Growth percent in the NCI-60 one-dose screen (48 h, 10 µM unless noted): 100 = growth as untreated, 0 = no growth, -100 = all killed.
DU-145 – DU-145 prostate cancer. 4.2% of 81,000 active
U251 – U251 CNS tumor cells; 5.4% of 80,000 active; AID 1794753
786-0 – 786-0 renal cancer cells | AID 1794775 | 5.1% of 81,000 active
SF-268 – SF-268 CNS cancer cells | 3.1% of 82,000 active
PC-3 – PC-3 prostate cancer cells; 3.9% of 80,000 active
UO-31 – UO-31 renal cancer. 5.2% of 81,000 active
SN12C – SN12C renal cancer cells | 3.8% of 81,000 active | AID 1794767
SF-295 – SF-295 CNS cancer cells. AID 1794758. 5.6% of 79,000 active
SF-539 – SF-539 CNS cancer | AID 1794752 | 6.8% of 81,000 active
Active calls of the source: *; . = no result given; & = joins results of further samples; ! = a repeat was not active; [ ] = dose if it differs, or a comment. Rule for the calls: active = growth percent below 10; inactive = the rest.

Screens by letter: A = DU-145; B = U251; C = 786-0; D = SF-268; E = PC-3; F = UO-31; G = SN12C; H = SF-295; I = SF-539
#1 O=C1C=CC(=CC=C2N(Cc3ccc4ccccc4c3)c3ccccc3N2Cc2ccc3ccccc3c2)C=C1
  A: 33&43 | B: 18&17 | C: 69&51 | D: 57&68 | E: 17&19 | F: 99&103 | G: 6.9*! | H: 58&39 | I: 17&16
#2 CSc1nc(=O)[nH]c2c1nc(SC)n2-c1ccccc1
  A: 112 | B: 93 | C: 99 | D: 99 | E: 89 | F: 95 | G: 103 | H: 103 | I: 94
#3 O=C(O)c1ccc([N+](=O)[O-])cc1S(=O)(=O)O
  A: 104 | B: 95 | C: 102 | D: 98 | E: 100 | F: 102 | G: 103 | H: 102 | I: 107
#4 C#CCOc1cc(/C=N/Nc2nc(-c3ccccc3)cs2)ccc1O
  A: 103 | B: 91 | C: 101 | D: 66 | E: 62 | F: 50 | G: 88 | H: 85 | I: 95
#5 CCCOC(=O)CCCCCC1CCCCC1
  A: 105 | B: 92 | C: 109 | D: 96 | E: 99 | F: 89 | G: 107 | H: 103 | I: 107
#6 Cn1c(=O)[nH]c(=O)c2nc3cc(-c4ccccc4)oc3nc21
  A: 111 | B: 97 | C: 101 | D: 106 | E: . | F: 99 | G: 97 | H: 104 | I: 97
#7 CCCCCCNC(=O)N1C(=O)CCC1C(=O)NCc1ccc(Cl)cc1Cl (stereo unspecified)
  A: 104 | B: 97 | C: 84 | D: 93 | E: 83 | F: 80 | G: 104 | H: 97 | I: 103
#8 CCN(CCO)CCCNc1ccnc2cc(Cl)ccc12
  A: 97 | B: . | C: 89 | D: 93 | E: 85 | F: 67 | G: 112 | H: 97 | I: 97
#9 O=C(O)c1cnc2ccc(Cl)cc2n1
  A: 122 | B: 105 | C: 116 | D: 117 | E: 93 | F: 88 | G: 99 | H: 75 | I: 114
#10 CSC(=O)Sc1nc2ccccc2s1
  A: 109 | B: 103 | C: 104 | D: 101 | E: 85 | F: 73 | G: 95 | H: 119 | I: 104

Quoted at random: three entries already listed, in no set order.
Screens by letter: A = DU-145; B = U251; C = 786-0; D = SF-268; E = PC-3; F = UO-31; G = SN12C; H = SF-295; I = SF-539
#8 CCN(CCO)CCCNc1ccnc2cc(Cl)ccc12
  A: 97 | B: . | C: 89 | D: 93 | E: 85 | F: 67 | G: 112 | H: 97 | I: 97
#10 CSC(=O)Sc1nc2ccccc2s1
  A: 109 | B: 103 | C: 104 | D: 101 | E: 85 | F: 73 | G: 95 | H: 119 | I: 104
#4 C#CCOc1cc(/C=N/Nc2nc(-c3ccccc3)cs2)ccc1O
  A: 103 | B: 91 | C: 101 | D: 66 | E: 62 | F: 50 | G: 88 | H: 85 | I: 95

Next section:
Screens by letter: A = DU-145; B = U251; C = 786-0; D = SF-268; E = PC-3; F = UO-31; G = SN12C; H = SF-295; I = SF-539
#11 CCOC(=O)c1ccc(N2C(=O)CC(n3c(O)c(C=Nc4cccnc4)sc3=S)C2=O)cc1 (stereo unspecified)
  A: 117 | B: 111 | C: 102 | D: 100 | E: 103 | F: 80 | G: 110 | H: 110 | I: 104
#12 N#CSCc1ccc(CSC#N)c(Cl)c1
  A: 43 | B: 86 | C: 73 | D: 66 | E: 82 | F: 37 | G: 50 | H: 102 | I: 59
#13 C=CCSC(C)(C)C(N)=O
  A: 112 | B: 102 | C: 105 | D: 102 | E: 103 | F: 93 | G: 103 | H: 102 | I: 101
#14 Nc1ccc(C(=O)c2ccc(N)c(Br)c2)cc1Br
  A: . | B: 18 | C: 34 | D: . | E: 22 | F: 59 | G: 29 | H: 18 | I: -11*
#15 CC(C)(C)OC(=O)CC(c1ccccc1)c1ccccc1
  A: 111 | B: 104 | C: 107 | D: 107 | E: 93 | F: 87 | G: 106 | H: 103 | I: 103
#16 CCCN1CCN(c2ccc3nc(-c4ccc5nc(-c6cc(OC)c(OC)c(OC)c6)[nH]c5c4)[nH]c3c2)CC1
  A: 109 | B: 66 | C: 77 | D: 76 | E: 71 | F: 87 | G: 85 | H: 66 | I: 60
#17 NCCSC(c1ccccc1)(c1ccccc1)c1ccccc1
  A: -1.7* | B: 14 | C: 38 | D: 27 | E: 19 | F: 43 | G: 24 | H: -46* | I: -46*
#18 Clc1nnc2c3ccccc3ccn12
  A: 105 | B: 102 | C: 99 | D: 98 | E: 93 | F: 99 | G: 109 | H: 104 | I: 109
#19 COc1ccc(-c2c3c(cc4c2ncn4C)COC3=O)cc1
  A: 110 | B: 123 | C: 95 | D: 101 | E: . | F: 87 | G: 100 | H: 99 | I: 89
#20 CCOC(=O)C1=C(C)N=C2SC=C(c3ccc(Cl)cc3)N2[C@H]1c1cn[nH]c1-c1ccc(F)cc1
  A: 97 | B: 77 | C: 92 | D: 82 | E: 55 | F: 66 | G: 82 | H: 65 | I: 89

Compound profiles, as listed above.
NCCSC(c1ccccc1)(c1ccccc1)c1ccccc1 is listed as DU-145: -1.7*; U251: 14; 786-0: 38; SF-268: 27; PC-3: 19; UO-31: 43; SN12C: 24; SF-295: -46*; SF-539: -46*
CC(C)(C)OC(=O)CC(c1ccccc1)c1ccccc1 is listed as DU-145: 111; U251: 104; 786-0: 107; SF-268: 107; PC-3: 93; UO-31: 87; SN12C: 106; SF-295: 103; SF-539: 103

Later entries.
Screens by letter: A = DU-145; B = U251; C = 786-0; D = SF-268; E = PC-3; F = UO-31; G = SN12C; H = SF-295; I = SF-539
#21 C#CCOc1ccccc1/C=N/Nc1nc(-c2ccc(Br)cc2)cs1
  A: 97 | B: 100 | C: 97 | D: 96 | E: 81 | F: 74 | G: 88 | H: 90 | I: 101
#22 NS(=O)(=O)c1ccc(CN2C(=O)c3cc(Cl)c(Cl)cc3C2=O)cc1
  A: 107 | B: 104 | C: 118 | D: 100 | E: 98 | F: 61 | G: 104 | H: 104 | I: 90
#23 COc1ccccc1Nc1nc(N)nc2c1CCc1occc1-2
  A: 104 | B: 106 | C: 96 | D: 101 | E: 99 | F: 79 | G: 94 | H: 91 | I: 108
#24 Cc1c(C)[n+](=O)c2ccccc2n1[O-]
  A: 104 | B: 100 | C: 94 | D: 98 | E: 91 | F: 83 | G: 109 | H: 120 | I: 92
#25 CC(C)N(Cc1ccccc1)CC(O)c1ccc(Cl)cc1 (stereo unspecified)
  A: 111 | B: 96 | C: 106 | D: 93 | E: 77 | F: 96 | G: 91 | H: 98 | I: 98
#26 Cc1cc(C)nc(NS(=O)(=O)c2ccc(NCN3C(=O)c4ccccc4C3=O)cc2)n1
  A: 118 | B: 105 | C: 118 | D: 109 | E: 88 | F: 76 | G: 98 | H: 85 | I: 111
#27 Cc1ccccc1N1CCN(C(=O)Cc2ccc(OCC(=O)Nc3ccc(Cl)cc3)cc2)CC1
  A: 75 | B: 81 | C: 91 | D: 80 | E: 57 | F: 71 | G: 87 | H: 80 | I: 94
#28 CC(C)CCC1(CCO)C(=O)N=C(N)NC1=O (stereo unspecified)
  A: 123 | B: 100 | C: 105 | D: 112 | E: 97 | F: 93 | G: 106 | H: 76 | I: 100
#29 C/C(=N\NC(=S)Nc1ccccc1)c1sc(Nc2cccc(C)c2)nc1C
  A: 105 | B: 108 | C: 101 | D: 108 | E: 105 | F: 87 | G: 99 | H: 91 | I: 110
#30 COc1ccc(-c2nc(SCCC(C)C)nc(N/N=C(/C)c3ccc(Cl)cc3)c2C#N)cc1
  A: 98 | B: 98 | C: 97 | D: 89 | E: 73 | F: 54 | G: 72 | H: 98 | I: 90
#31 c1cncc(-c2nnc(-c3ccncc3)o2)c1
  A: 106 | B: 104 | C: 108 | D: 98 | E: 98 | F: 93 | G: 102 | H: 96 | I: 108
#32 CC1CCCCC1CNCC1CCCCC1C (stereo unspecified)
  A: 85 | B: 101 | C: 93 | D: 107 | E: 92 | F: 69 | G: 100 | H: 89 | I: 96
#33 C/C(=N\Nc1ccc([N+](=O)[O-])cc1[N+](=O)[O-])c1ccc(Cl)cc1
  A: 106 | B: 91 | C: 101 | D: 99 | E: 86 | F: 81 | G: 100 | H: 96 | I: 99
#34 CN1CCN(C(=O)CSc2nnc(Cn3c(C(F)(F)F)nc4ccccc43)o2)CC1
  A: 109 | B: 101 | C: 121 | D: 98 | E: 98 | F: 90 | G: 102 | H: 102 | I: 93
#35 COc1ccc(Cl)cc1Cn1ccnc1
  A: 105 | B: . | C: 106 | D: 109 | E: 104 | F: 82 | G: 111 | H: 109 | I: 107
#36 COc1ccc(C2CC(c3ccc(N4CCOCC4)cc3)=NN2c2nc(-c3ccc(F)cc3)c(C#N)c(N3CCOCC3)n2)cc1OC (stereo unspecified)
  A: 107 | B: 100 | C: 81 | D: 112 | E: 66 | F: 47 | G: 89 | H: 117 | I: 92
#37 CC/C(=C(\CC)c1ccc(OC(=O)C(C)(C)C)cc1)c1ccc(OC(=O)C(C)(C)C)cc1
  A: 108 | B: 100 | C: 95 | D: 100 | E: 100 | F: 87 | G: 108 | H: 111 | I: 117
#38 CCC(C)[C@@H]1NC(=O)[C@H](CC(C)C)NC(=O)[C@@H]2CCCN2C(=O)[C@H](Cc2ccccc2)NC(=O)[C@H](C(C)CC)NC(=O)[C@@H]2CCCN2C(=O)[C@H](CO)NC1=O (stereo partly specified)
  A: 103 | B: 98 | C: 96 | D: 100 | E: 106 | F: 83 | G: 99 | H: 138 | I: 106
#39 Cc1ccc2cccc(OC(=O)Nc3cccc(C(F)(F)F)c3)c2n1
  A: 71 | B: . | C: 79 | D: 95 | E: . | F: 36 | G: 62 | H: 6.2* | I: 96
#40 CSCCC(NC=O)C(=O)O (stereo unspecified)
  A: 127 | B: 103 | C: 103 | D: 118 | E: 96 | F: 92 | G: 107 | H: 83 | I: 102
#41 Cc1ccccc1NCc1nnc(-c2ccc(Cl)cc2)o1
  A: 108 | B: 93 | C: 107 | D: 93 | E: 85 | F: 63 | G: 92 | H: 95 | I: 98
#42 CC1=CNNc2c3ncnc-3ncn21
  A: 104 | B: 102 | C: 102 | D: 103 | E: 100 | F: 91 | G: 105 | H: 103 | I: 101
#43 COC(=O)/C=C1/S/C(=N/NC(=O)COc2cc(=O)n(C)c3ccccc23)N(Cc2ccccc2)C1=O
  A: 95 | B: 95 | C: 101 | D: 100 | E: 103 | F: 72 | G: 95 | H: 104 | I: 94
#44 Cc1ccccc1-[n+]1noc(N)n1
  A: 97 | B: 94 | C: 105 | D: 97 | E: 72 | F: 77 | G: 88 | H: 84 | I: 79
#45 COC(=O)c1nc[nH]c1[N+](=O)[O-]
  A: 113 | B: 115 | C: 105 | D: 104 | E: 102 | F: 86 | G: 103 | H: 113 | I: 109
#46 Nc1ccc(S(=O)(=O)c2ccc(N)c(Cl)c2)cc1
  A: 108 | B: 101 | C: 107 | D: 98 | E: 91 | F: 91 | G: 99 | H: 97 | I: 112
#47 O=C(NC1=NN(c2ccccc2)C(=O)C1)C(=O)Nc1nc2ccccc2[nH]1
  A: 114 | B: 96 | C: 101 | D: 92 | E: 84 | F: 83 | G: 98 | H: 97 | I: 89
#48 O=C/C=C/c1ccc([N+](=O)[O-])cc1Cl
  A: 100 | B: 100 | C: 105 | D: 93 | E: 87 | F: 74 | G: 98 | H: 107 | I: 97
#49 Oc1ccccc1N=Cc1ccccc1Cl
  A: 84 | B: 101 | C: 119 | D: 92 | E: 83 | F: 95 | G: . | H: 105 | I: 105
#50 CC[C@]12C=CCN3CC[C@@]4(c5ccc(OC)cc5N(C)[C@H]4[C@@](O)(C(=O)OC)[C@@H]1OC(=O)CCC(=O)O[C@H]1CC[C@H]4[C@@H]5CCC6=CC(=O)CC[C@@H]6[C@H]5CC[C@]14C)[C@@H]32
  A: 26[100 µM] | B: 11[100 µM] | C: 10[100 µM] | D: 32[100 µM] | E: 11[100 µM] | F: -7.9*[100 µM] | G: 7.6*[100 µM] | H: 4.5*[100 µM] | I: -40*[100 µM]
#51 Cn1c(=O)c(F)c(Nc2ccc(I)cc2F)c2c(=O)n(C[C@@H](O)CO)cnc21
  A: 52 | B: 31 | C: 58 | D: 59 | E: 68 | F: 23 | G: 40 | H: 77 | I: 52
#52 Cc1ccc(C(C)C)c(O)c1NC(=S)N/N=C\c1cc(Cl)ccc1O
  A: 51 | B: 44 | C: 57 | D: 45 | E: 56 | F: 25 | G: 54 | H: 37 | I: 44
#53 O=C(CC1c2ccccc2NC(=O)N1Cc1ccccc1)c1c[nH]c2ccccc12 (stereo unspecified)
  A: 106 | B: 82 | C: 92 | D: 88 | E: 69 | F: 57 | G: 90 | H: 90 | I: 89
#54 COC1C=CC(O)C(CO)O1 (stereo unspecified)
  A: 109 | B: 94 | C: 109 | D: 95 | E: 87 | F: 86 | G: 104 | H: 105 | I: 107
#55 CC(=O)Oc1ccccc1C(=O)Oc1ccccc1
  A: 119 | B: 108 | C: 102 | D: 115 | E: 84 | F: 94 | G: 91 | H: 132 | I: 106
#56 Cc1c(C(=O)NCCc2ccccc2)[n+](=O)c2cc(F)ccc2n1[O-]
  A: . | B: 105 | C: 102 | D: 103 | E: 70 | F: 24 | G: 131 | H: 149 | I: 109
#57 COc1ccc(C(=O)COc2ccc(/C=C3\COc4ccccc4C3=O)cc2)cc1
  A: 106 | B: 93 | C: 93 | D: 96 | E: . | F: 84 | G: 92 | H: 127 | I: 93
#58 CS(=O)(=O)n1ccc2nc(Cl)nc(Cl)c21
  A: 110 | B: 94 | C: 102 | D: 100 | E: . | F: 97 | G: 100 | H: 101 | I: 101
#59 COc1cc2ncnc(Nc3ccc(F)c(Cl)c3)c2cc1OCC(=O)N1CCCCC1
  A: 54 | B: 97 | C: 78 | D: 80 | E: 85 | F: 44 | G: 76 | H: 92 | I: 104
#60 CC(=O)S[C@@H]1CC2=CC(=O)CC[C@]2(C)[C@H]2CC[C@@]3(C)[C@@H](CC[C@@]34CCC(=O)O4)C12 (stereo partly specified)
  A: 106 | B: 102 | C: 87 | D: 99 | E: 79 | F: 70 | G: 88 | H: 98 | I: .
#61 COc1ccc(-c2cc(-c3ccc(C)cc3)nc(NC(=O)c3ccncc3)n2)cc1
  A: 99 | B: 99 | C: 94 | D: 86 | E: 74 | F: 65 | G: 106 | H: 98 | I: 94

Compound activity (PubChem BioAssay)
